Screens deposited in PubChem by several laboratories.
West Nile antiviral = inhibition of WNV-induced cytopathic effect – cell-based, CPE readout (AID 1621); 0.02% of 290,000 active; CPE inhibition, % at 10 µM; hits with a dose series show IC50 in µM; West Nile virus-infected cells, CPE inhibition; higher % means a stronger effect; in the data active = a potency from the dose series; inconclusive = CPE inhibition mostly from about 3.7% at the one dose, without a potency; inactive = the rest, 99 in 100 with CPE inhibition below about 2.2%; also: strong numbers were not always called active
RSV antiviral HEp-2 = RSV antiviral activity via CPE protection, HEp-2 cells, primary 10 µM value included (AID 2391); HEp-2 cells, RSV-induced CPE inhibition; higher % means a stronger effect; CPE inhibition, % at 10 µM, or IC50 in µM where a hit was titrated; 0.13% of 310,000 active; in the data active = a potency from the dose series; inconclusive = CPE inhibition mostly from about 23% at the one dose, without a potency; inactive = the rest, 99 in 100 with CPE inhibition below about 21%; also: strong numbers were not always called active
MgcRacGAP inhibition = MgcRacGAP GTPase-activating activity inhibitors, confirmation, biochemical, ADP Hunter fluorescence; MgcRacGAP-stimulated Rac1 GTP hydrolysis, ADP Hunter fluorescence; higher % means a stronger effect; GST-tagged Rac1 F28L mutant substrate; one-dose inhibition, % at 30 µM; IC50 in µM for titrated hits; 0.6% of 340,000 active;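 active = first-screen hits whose inhibition reached a set limit at any dose in the follow-up dose series; inconclusive = inhibition above the set first-screen limit but never retested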;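 also: fluorescence reports GDP produced by GAP-driven GTP hydrolysis; strong numbers were not always called active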
NTR1 agonist = NTR1-driven beta-arrestin-GFP spot formation – imaging, U2OS cells, high content, primary screen (AID 493036) | P30989 | agonist mode | activation, % at 20 µM | 0.17% of 330,000 active;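 active = activation at or above 40% of the spot to cytoplasm intensity ratio, with at least 20 cells analyzed; inconclusive = wells under 20 cells, flagged as cytotoxic or low count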;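 also: 0% = DMSO without peptide and 100% = 100 nM NTR1 peptide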
Target sequence (P30989 whole entry, looked up): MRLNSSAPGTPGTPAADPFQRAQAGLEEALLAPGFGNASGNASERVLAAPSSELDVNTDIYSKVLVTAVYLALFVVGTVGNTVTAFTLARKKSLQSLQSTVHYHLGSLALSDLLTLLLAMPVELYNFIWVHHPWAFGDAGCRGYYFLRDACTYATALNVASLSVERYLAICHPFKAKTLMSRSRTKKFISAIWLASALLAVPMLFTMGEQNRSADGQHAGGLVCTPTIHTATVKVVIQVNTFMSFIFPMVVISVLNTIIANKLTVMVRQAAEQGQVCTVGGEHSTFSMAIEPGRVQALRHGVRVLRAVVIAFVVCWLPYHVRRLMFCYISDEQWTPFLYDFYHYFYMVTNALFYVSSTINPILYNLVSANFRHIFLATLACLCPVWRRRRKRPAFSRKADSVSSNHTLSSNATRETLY
T cell HTS = T cell immune modulators affecting CD8 T cell-vesicle binding; 2C CD8+ T cell-vesicle binding, flow cytometry; active compounds read low; calls only at 7 µM; 0.068% of 330,000 active; AID 2052;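 active = response, share of CD8 T cells binding vesicles, and their 90th percentile fluorescence all below set limits, cut at about 80% in these data, passing the limit was not always enough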
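material = purified 2C TCR transgenic mouse naive CD8+ T cells | controls = Unloaded micro-vesicles (low), QL9 vesicles with 0.7% DMSO (high) | detection = cytometric PE anti-B7-1 and Alexa647 anti-CD8 signals after 1% paraformaldehyde fixation | incubation = binding step 1.5 h, 37 °C, antibody labelling 20 min, ice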
Large T inhibition = TAg ATPase/helicase activity blockers – biochemical (AID 1903). inhibition, % at 20 µM, or IC50 in µM where a hit was titrated. 0.39% of 310,000 active. SV40 large T antigen ATPase/helicase inhibition assay; higher % means a stronger effect; in the data active = a potency from the dose series; inconclusive = inhibition mostly from about 32% at the one dose, without a potency; inactive = the rest, 99 in 100 with inhibition below about 32%; also: strong numbers were not always called active
Salmonella PhoP GFP = PhoP-dependent GFP reporter repression – Salmonella Typhimurium, primary screen (AID 1863); S. Typhimurium PhoP-regulated promoter GFP reporter, 4 h; higher % means a stronger effect; 0.16% of 300,000 active; inhibition, % at 50 µM; hits with a dose series show IC50 in µM;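 active = inhibition over 29.93%, a cutoff 3 SD above the screen mean, later confirmed by dose response; inconclusive = inhibition over 29.93% but no dose response follow-up; inactive = inhibition at most 29.93% or unconfirmed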;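 also: 0% = low Mg2+ inducing control and 100% = high Mg2+ repressing control; strong numbers were not always called active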
K1F lysis inhibition = inhibition of K1F phage lysis, E. coli UTI89, bacterial capsule biogenesis inhibitors, alamar blue (AID 488966); E. coli UTI89 K1F phage lysis, alamar blue, 2 h; higher % means a stronger effect; inhibition, % at 100 µM, or IC50 in µM where a hit was titrated; 0.02% of 340,000 active;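 active = phage lysis inhibition, versus mean bacterial control, above a set limit; inconclusive = no clear call, values can overlap the other calls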;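 also: capsule biogenesis inhibitors block K1F phage lysis so surviving cells raise fluorescence; higher fluorescence means more inhibition of phage lysis; actives were called in the ten point dose series up to 300 µM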
NS5 inhibitors = flavivirus cap methylation enzyme inhibition – biochemical, confirmation dose response, primary screen (AID 588689) | Dengue-2 NS5 methyltransferase capping enzyme assay, biochemical; higher % means a stronger effect | 0.3% of 340,000 active | inhibition, % at 25 µM; hits with a dose series show IC50 in µM; in the data active = a potency from the dose series; inconclusive = inhibition above about 29% without an active follow-up result
T cell HTS vesicle-bound % = further read-out of T cell HTS, marked with its call; double positive events, %; measured here: CD8+ vesicle-bound cell fraction;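 binding gate set so that unloaded-vesicle control wells show 10% double positive cells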
NTR1 agonist cell count 20 µM = recorded beside NTR1 agonist, whose call it bears; cell count; measured here: cell count, cytotoxicity flag
NS5 inhibitors pilot replicate = recorded beside NS5 inhibitors, whose call it bears; inhibition, %; measured here: pilot screen replicate inhibition
Starred values were filed as active, the others as inactive; i = inactive; ? = inconclusive; . = not tested or not shown; [ ] = remark or other dose.

SMILES	West Nile antiviral	RSV antiviral HEp-2	MgcRacGAP inhibition	NTR1 agonist	NTR1 agonist cell count 20 µM	T cell HTS	T cell HTS vesicle-bound %	Large T inhibition	Salmonella PhoP GFP	K1F lysis inhibition	NS5 inhibitors	others
COc1ccc(-c2cn3cccc(C)c3n2)cc1F	-1.0%	2.9%	15%	-0.2	89	i	18	15%	-1%	0.0%	0%
N=c1oc2ccccc2cc1-c1nc2ccccc2c(=O)[nH]1	-0.2%	0.4%	3%	-3.9	56	i	52	5%	-12%	0.2%	0%
O=c1cc(-c2ccccc2)[nH]n2cnnc12	0.5%	-0.9%	11%	2.0	88	i	8	15%	-3%	0.2%	1%
CCOC(=O)CCNCc1ccc(F)cc1	-0.2%	1.9%	6%	0.7	72	i	49	11%	9%	0.0%	-1%
CCOC(=O)N1N=C(CC)CC1(O)C(F)(F)F (stereo not given)	0.8%	1.1%	-6%	-2.7	74	i	30	14%	6%	3.6%	-3%
COc1ccc(C(=O)C2CCN(C(=S)NCCc3ccc(OC)c(OC)c3)CC2)cc1	-0.8%	-1.1%	-30%	1.4	39	i	53	-2%	10%	-1.7%	-5%
CCC(C)OC(=O)C1=C(C)O[C@]23OC(N)=C(C#N)[C@]12C(=O)c1ccccc13 (stereo not given in full)	0.1%	1.3%	9%	0.5	91	i	6	17%	-5%	1.2%	-1%
O=[N+]([O-])c1cccc(/C=N/Nc2ncc(Br)cn2)c1	-0.7%	-0.8%	3%	-1.2	64	i	33	9%	-1%	-0.9%	1%
Cc1cc2oc(=O)c(CC(=O)NCCCN(C)C)c(C)c2c2occ(C(C)(C)C)c12	-3.1%	-0.8%	.	36	68	i	23	4%	-4%	-1.2%[50 µM]	.
CCOc1ccccc1NC(=O)CN1CCc2ccccc2C1	-0.5%	14%	10%	1.8	58	i	56	18%	9%	0.2%	1%
COc1ccc(C2CC(=O)C(C=NCCCO)=C(O)C2)cc1 (stereo not given)	0.5%	1.4%	3%	-0.2	53	i	15	18%	-6%	-0.1%	21%	NS5 inhibitors pilot replicate=12
COCCCn1c(C(=O)N2CCOCC2)cc2c(=O)n3cccc(C)c3nc21	-0.6%	1.7%	5%	0.4	68	i	24	19%	-4%	-0.2%[50 µM]	-7%
Cn1c(C(=O)Nc2ccc3c(c2)OCCO3)cc2c(=O)n(C)c3ccccc3c21	1.4%	3.1%	4%	5.0	55	i	65	7%	-8%	6.2%	-2%
CSCCC(NC(=O)c1ccco1)C(=O)O (stereo not given)	0.3%	1.7%	2%	-0.8	56	i	44	18%	-21%	12%	-1%
CCOC(=O)c1c(NC(=O)Cn2nnc(-c3ccc(Cl)cc3)n2)sc(C)c1C	-0.5%	2.0%	2%	2.8	40	i	10	5%	1%	-0.1%	0%
CCCCNC(=O)N1CCN(C(=O)C2CCCO2)CC1 (stereo not given)	0.2%	1.2%	-3%	3.2	70	i	48	7%	-3%	-0.1%	14%
COc1ccc(CC(=O)Nc2nc(C)cs2)cc1OC	-0.2%	6.1%	6%	2.1	65	i	17	8%	14%	2.1%	1%
CCOC(=O)c1ccc(Nc2sc(C(=O)c3cccc([N+](=O)[O-])c3)c(N)c2C#N)cc1	?	0.3%	11%	3.1	87	i	41	6%	6%	0.1%	-5%
NC1=NC[C@H](Cc2ccccc2)N1CCc1cc(C(F)(F)F)cc(C(F)(F)F)c1	-0.6%	6.0%	7%	4.7	90	i	50	5%	17%	-2.1%	-8%
Cc1nc(SC2CC(=O)N(c3cc(Cl)cc(Cl)c3)C2=O)nc2c1CCCC2 (stereo not given)	0.1%	0.4%	-4%	6.4	44	i	63	10%	4%	2.0%	-1%
CCCCc1nccn1CCn1ccnc1CCCC	-0.2%	1.1%	2%	3.0	78	i	52	.	16%	0.4%	5%
CCCCn1nc(C(=O)NC2CCCCCC2)c2ccccc2c1=O	.	.	-5%	15	51	i	31	.	.	1.2%	-2%
Cc1ccc(-c2cc3onc(-c4ccccc4)c3c(=O)n2C)cc1	.	22%	12%	12	40	i	17	20%	-8%	-3.1%	-8%
CCc1ccc(C(O)(c2ccccc2OC)C(CN2CCOCC2)c2ccccc2)cc1 (stereo not given)	-1.6%	2.8%	-4%	7.1	30	i	7	6%	-11%	-0.1%	-3%
O=C(O)c1ccccc1C(=O)Nc1ccccc1[N+](=O)[O-]	0.0%	0.3%	3%	-0.1	49	i	15	12%	2%	-0.5%[50 µM]	-5%
CCOc1ccc(/C=N/NC(=O)C(=O)NCc2ccco2)cc1	-0.2%	1.2%	8%	-0.1	56	i	6	-1%	-7%	2.3%[50 µM]	2%
C=CCNc1cccc(Br)c1	0.3%	-0.8%	16%	0.1	43	.	.	4%	.	0.8%	-5%
CCN(CC)S(=O)(=O)c1ccc(OC)c(NC(=O)c2ccc([N+](=O)[O-])cc2)c1	?	1.9%	7%	-0.6	78	i	35	10%	2%	0.6%	-1%
N#C/C(=C\c1cn(CCOc2ccccc2)c2ccccc12)C(=O)NCc1ccco1	1.0%	3.2%	1%	9.8	102	i	33	4%	-6%	-0.2%	-8%
COC(=O)C(O)(CC(=O)Nc1cc(OC)c(OC)c(OC)c1)C(F)(F)F (stereo not given)	0.4%	0.9%	4%	-0.1	31	i	48	6%	2%	0.7%	.
Cc1cc(C)c(-n2nnnc2SC(C)C)c(C)c1	0.1%	-0.8%	2%	0.9	50	i	21	2%	0%	1.2%	2%
CNc1c(NS(=O)(=O)c2cc(NC(C)=O)ccc2C)c(=O)oc2ccccc12	0.4%	-0.4%	2%	3.7	30	i	22	17%	-2%	0.2%	-12%
c1ccc(-c2nc(N3CCOCC3)sc2-c2ccccc2)cc1	-0.5%	4.3%	8%	2.6	36	i	46	12%	1%	-0.1%	-5%
COc1ccc(C(=O)O)cc1S(=O)(=O)N1CCN(c2ccccn2)CC1	0.9%	2.2%	-6%	1.6	66	i	18	4%	5%	0.3%	-4%
CCN(CC)S(=O)(=O)c1cccc(-c2n[nH]c(=S)n2/N=C/c2ccc(Br)cc2)c1	-1.1%	5.2%	13%	6.4	42	i	45	10%	-5%	4.8%	-5%
CC(=O)c1cccc(NC(=O)C(C)OC(=O)Cc2n[nH]c(=O)c3ccccc23)c1 (stereo not given)	0.3%	1.2%	5%	-0.5	60	i	20	14%	-2%	2.3%[50 µM]	0%

An excerpt from above in order of molecular weight, ascending:
SMILES	West Nile antiviral	RSV antiviral HEp-2	MgcRacGAP inhibition	NTR1 agonist	NTR1 agonist cell count 20 µM	T cell HTS	T cell HTS vesicle-bound %	Large T inhibition	Salmonella PhoP GFP	K1F lysis inhibition	NS5 inhibitors	others
CCOC(=O)CCNCc1ccc(F)cc1	-0.2%	1.9%	6%	0.7	72	i	49	11%	9%	0.0%	-1%
CSCCC(NC(=O)c1ccco1)C(=O)O (stereo not given)	0.3%	1.7%	2%	-0.8	56	i	44	18%	-21%	12%	-1%
CCCCc1nccn1CCn1ccnc1CCCC	-0.2%	1.1%	2%	3.0	78	i	52	.	16%	0.4%	5%
CCCCn1nc(C(=O)NC2CCCCCC2)c2ccccc2c1=O	.	.	-5%	15	51	i	31	.	.	1.2%	-2%
CCC(C)OC(=O)C1=C(C)O[C@]23OC(N)=C(C#N)[C@]12C(=O)c1ccccc13 (stereo not given in full)	0.1%	1.3%	9%	0.5	91	i	6	17%	-5%	1.2%	-1%
Cc1cc2oc(=O)c(CC(=O)NCCCN(C)C)c(C)c2c2occ(C(C)(C)C)c12	-3.1%	-0.8%	.	36	68	i	23	4%	-4%	-1.2%[50 µM]	.
CCc1ccc(C(O)(c2ccccc2OC)C(CN2CCOCC2)c2ccccc2)cc1 (stereo not given)	-1.6%	2.8%	-4%	7.1	30	i	7	6%	-11%	-0.1%	-3%

Remaining list, next part:
SMILES	West Nile antiviral	RSV antiviral HEp-2	MgcRacGAP inhibition	NTR1 agonist	NTR1 agonist cell count 20 µM	T cell HTS	T cell HTS vesicle-bound %	Large T inhibition	Salmonella PhoP GFP	K1F lysis inhibition	NS5 inhibitors	others
COc1ccc(N=C2SC(CC(=O)Nc3ccccc3)C(=O)N2CC2CCCO2)cc1 (stereo not given)	-0.1%	-3.0%	21%	2.1	37	i	48	5%	-6%	0.2%	-7%
CC1CCOC2(O1)C(=O)Nc1ccccc12 (stereo not given)	0.0%	1.2%	6%	-0.3	47	i	45	9%	2%	-0.3%	-6%
CCSc1n[nH]c2nc3c(c(=O)n12)C1(CCCCC1)Cc1ccccc1-3	-0.3%	5.9%	10%	4.8	69	i	5	7%	-16%	0.1%	2%
Fc1ccc2c(-c3cccc(C(F)(F)F)c3)c(-c3ccccc3)ncc2c1	.	-0.7%	8%	4.9	57	i	6	.	.	0.7%	-7%
CCn1c(=O)c(C(=O)CN2CCc3ccccc32)c(N)n(Cc2ccccc2)c1=O	-0.5%	2.9%	-7%	-0.4	90	i	20	1%	7%	0.1%	34%
CCN1C(=O)[C@H]2[C@@H](c3ccc(C)cc3)N3C(=O)N(c4ccc(C(F)(F)F)cc4)C(=O)[C@@]3(CC(C)C)[C@H]2C1=O	-1.6%	11%	10%	2.7	81	i	18	18%	-2%	5.4%	-8%
COc1ccc(CN2CCn3ncc(C(=O)Nc4ccc(Cl)cc4Cl)c3C2=O)cc1	0.0%	2.2%	-7%	-1.1	52	i	41	-3%	15%	0.5%	-7%
CCOC(=O)c1c(-c2ccc(C)o2)csc1NC(=O)CSc1nncs1	-0.5%	16%	10%	7.3	44	i	16	26%	-9%	0.4%	-27%
CCOc1ccc(N=Nc2c(=O)[nH]n3c(C)cc(C)nc23)cc1	0.0%	0.9%	8%	3.6	73	i	43	27%	10%	1.0%[50 µM]	-9%
O=C(Nc1ncc(Cc2ccccc2Cl)s1)C1=NCCN1	1.2%	-0.9%	-3%	2.6	79	i	53	6%	4%	-0.1%	2%
CCCn1nc(C(=O)Nc2ccc(N3CCOCC3)cc2)c2ccccc2c1=O	.	1.5%	7%	4.0	64	i	40	.	.	1.5%[50 µM]	-1%
Cc1c(NC(=O)NC(C)N2C(=O)C3C4C=CC(C4)C3C2=O)c(=O)n(-c2ccccc2)n1C (stereo not given)	-0.5%	-0.1%	9%	0.3	40	i	22	12%	-2%	-0.5%	-5%

An unsorted share of the library; about 1.5% have a hit in one of these screens.
